# SRC1 TRFRET art: flags TR-FRET format artefacts in PPARgamma SRC-1 recruitment agonist screen | TR-FRET detection artefact counter-screen, emission ratio; stronger effect = higher value | 99,000 compounds, 0.34% hits | TR-FRET ratio at 8 µM; in the data active means TR-FRET ratio above about 2300; further: inactives centre near 1800; reference of the scale not given here
# SRC3 TRFRET art: TR-FRET artefact, counter-screen to PPARgamma/SRC-3 agonist assay | PPARgamma/SRC-3 format; stronger effect = higher value | TR-FRET ratio at 8 µM | 99,000 compounds, 0.39% hits | AID 1048; in the data active means TR-FRET ratio above about 2000; further: inactives centre near 1600; reference of the scale not given here
# Active calls of the source: *. A portion of the library; the hit share may differ from the screen's.
SMILES,SRC1 TRFRET art,SRC3 TRFRET art
O=C(C1=C[C@@H](c2ccc(Br)cc2)C[C@@H](OCCCCO)O1)N1CCN(Cc2ccc3c(c2)OCO3)CC1,1764,1729
COc1ccc(C2=NN(C(=O)CCC(=O)O)C(c3cccs3)C2)cc1OC (stereo not drawn),1832,1561
Cc1ccc(Oc2nc(CN3CCOCC3)nc3sc4c(c23)CCC(C)C4)cc1C (stereo not drawn),1593,1305
Cc1ccc2nc(NC(=O)C3CCCN3C(=O)OC(C)(C)C)sc2c1 (stereo not drawn),1842,1608
O=C(COC(=O)c1cccs1)NCC1CCCCC1,1895,1678
COCCN(C(=S)Nc1c(C)cc(C)cc1C)C(C)c1cccnc1 (stereo not drawn),1971,1436
C=C(CCC(=O)c1ccccc1)C(=O)c1ccccc1,1778,1617
c1ccc2[nH]c(SCc3cn4ccccc4n3)nc2c1,1840,1468
O=C(c1ccc(Cn2c(=O)[nH]c3ccccc3c2=O)cc1)N1CCN(c2ccccn2)CC1,1902,1713
Cc1cccc(NC(=S)NC(C)C(c2ccccc2)N2CCN(C)CC2)c1C (stereo not drawn),1701,1761

# The final 6 records of the part before are carried over, then new ones follow.
SMILES,SRC1 TRFRET art,SRC3 TRFRET art
O=C(COC(=O)c1cccs1)NCC1CCCCC1,1895,1678
COCCN(C(=S)Nc1c(C)cc(C)cc1C)C(C)c1cccnc1 (stereo not drawn),1971,1436
C=C(CCC(=O)c1ccccc1)C(=O)c1ccccc1,1778,1617
c1ccc2[nH]c(SCc3cn4ccccc4n3)nc2c1,1840,1468
O=C(c1ccc(Cn2c(=O)[nH]c3ccccc3c2=O)cc1)N1CCN(c2ccccn2)CC1,1902,1713
Cc1cccc(NC(=S)NC(C)C(c2ccccc2)N2CCN(C)CC2)c1C (stereo not drawn),1701,1761
COc1ccc(NC(=O)Cc2c[nH]c3ccccc23)cc1S(=O)(=O)N1CCOCC1,1740,1533
Cc1ccc(S(=O)(=O)Nc2ccccc2C=Nc2cccc(C)c2C)cc1,1850,1668
O=C(COc1ccccc1-c1ccccc1)N/N=C/c1cccnc1,1942,1611
CCOc1ccc(-n2nc3c(SCCN4CCCC4)nnc(C)c3c2C)cc1,1782,1707
CSc1ncc(-c2ccccc2)cn1,2073,1587
CCC(NC(C)C)C(O)c1ccc(O)c(O)c1 (stereo not drawn),1473,1647
Cn1c(Cn2nnc3ccccc32)nnc1SCC(=O)Nc1nccs1,1800,1630
Cc1ccc(C(=O)Nc2ccccc2C(=O)NC(Cc2ccccc2)C(=O)O)cc1 (stereo not drawn),1955,1467
COCC(=O)Nc1nnc(-c2ccc(C(C)(C)C)cc2)s1,2051,1790
O=C(/C=C/c1ccccc1)Nc1nnc(SCC(=O)c2ccc3ccccc3c2)s1,1863,1786
Cc1ccccc1NC(=O)COc1ccc2oc(=O)cc(C)c2c1,1531,1681
COc1ccccc1NC(=O)Nc1ccc(Cl)c(S(=O)(=O)Nc2ccccc2OC)c1,1939,1512
CC(C)(C)C1CCC(C(=O)OCC(=O)Nc2ccc3[nH]c(=O)[nH]c3c2)CC1 (stereo not drawn),1764,1596
COc1ccc(NC(=O)C(CC(C)C)NC(=O)C2CCCCC2)c(OC)c1 (stereo not drawn),1769,1771
CC1=NN(c2ccccc2)C(=O)C1(C)[N+](=O)[O-] (stereo not drawn),1712,1674
CN(C)c1ccc(C=NCC2COc3ccccc3O2)cc1 (stereo not drawn),1627,1794
CCc1ccc(-n2cccc2/C=C2/C(=N)N3C(=NC2=O)SN=C3S(C)(=O)=O)cc1,1878,1579
CC(=O)OC[C@H]1O[C@@H](n2ncc(=O)[nH]c2=O)[C@H](OC(C)=O)[C@@H]1OC(C)=O,1847,1588
COc1ccc(N2CCN(C(=O)CCNC(=O)c3ccccc3)CC2)cc1,1942,1669
O=C(NC1CCCCCCC1)c1ccccc1-c1ccccc1,2043,1486
COC(=O)CCC(=O)Nc1cc(S(=O)(=O)Nc2ccc(Cl)cc2)ccc1N1CCOCC1,1545,1715
NC(=O)NC(=O)COC(=O)CCSc1ccccc1,1737,1475
CCOC(=O)N1CCC(N2Cc3cccc(C(=O)Nc4cccc(F)c4)c3C2=O)CC1,1946,1562
NC(=O)C1CCN(c2ccc([N+](=O)[O-])cc2Cl)CC1,1631,1506
COc1ccc(CC(=O)N/N=C/c2cccn2-c2ccc([N+](=O)[O-])cc2)cc1OC,1937,1624
CCN(CC)C(=O)c1ccc(/C=C/c2c[nH]c3ccccc23)[n+](C)c1,1670,1721
Cc1cc(NCc2ccco2)nc2cc(O)ccc12,2108,1688
CCCCCCCN(C(=O)CCl)c1ccccc1C,2030,1766
COC(=O)c1ccc(-c2noc(CN3CCCC(CNC(C)=O)C3)n2)cc1 (stereo not drawn),1755,1453
CCNC(=O)COC(=O)CCC(=O)c1cccs1,1902,1602
CCc1nc2ccccc2c(=O)n1NC(=O)c1c(O)c2ccccc2n(CC)c1=O,1771,1854
CC(=C/c1ccco1)/C=N/NC(=O)CSc1nnc(SCc2ccc(C)cc2)s1,1945,1605
CN1/C(=C\C(=O)CSc2nnc(N)s2)C(C)(C)c2ccccc21,1846,1772
O=C(O)CCCCCNc1ncnc2ccc(Br)cc12,1864,1736
CCOC(=O)C1CCN(c2c(N3CCN(c4ccccc4OC)CC3)c(=O)c2=O)CC1,1589,1625
COc1ccc2cc(C(=O)COC(=O)COc3ccc4c(C)cc(=O)oc4c3)ccc2c1,1835,1539
CC1CCC(NC(=O)c2ccc(/C=C3\Oc4ccccc4N(C)C3=O)cc2)CC1 (stereo not drawn),1805,1553
CC(C)N=C(NS(=O)(=O)c1ccc(Br)cc1)c1ccc(Cl)cc1,1840,1451
CCCCNC(=O)COC(=O)c1ccc(N(C)C)cc1,1973,1543
COc1ccc(CCNC(=O)CSc2nc3[nH]ncc3c(=O)n2-c2ccccc2Br)cc1OC,1890,1518
CCOC(=O)c1c(-c2ccc(OC)cc2)csc1/N=C/C1C(=O)CCCC1=O,1840,1596
CCc1ccc(OCC(=O)Nc2ccc(CN3CCCCC3)cc2)cc1,1891,1742
COc1cccc(/C=C/C(=O)OCC(=O)Nc2cccc(S(=O)(=O)N3CCCCC3)c2)c1OC,2013,1860
O=C(CN1CCN(c2ccccn2)CC1)N1CCc2ccccc21,1914,1764
O=C(Nc1cccnc1)c1cccc(S(=O)(=O)N2CCCC2)c1,2074,1462
COc1ccc(OCC(=O)Nc2ccccc2Cl)cc1,1960,1482
C/C(=N\NC(=O)c1ccc(NS(=O)(=O)c2cccs2)cc1)c1ccc(C(C)(C)C)cc1,1597,1710
O=C(/C=C/Nc1ccc(F)c(F)c1)c1ccc(Br)cc1,1788,1490
CCNC(=S)N/N=C(\C)c1cccc(C(F)(F)F)c1,2027,1656
O=C(NC1=NCCS1)C12CC3CC(CC(C3)C1)C2,1642,1556

# (list continues)
SMILES,SRC1 TRFRET art,SRC3 TRFRET art
O=C(CCN1C(=O)c2ccncc2C1=O)Nc1cc(F)ccc1F,1487,1471
CCCCNC(=O)[C@H](Cc1c[nH]c2ccccc12)NC(=O)c1ccccc1Cl,1732,1431
Cn1cc(CN2C[C@]3(C)C[C@H]2CC(C)(C)C3)c(-c2ccc3c(c2)OCCO3)n1,1887,1587
COCCn1c(-c2ccco2)nc2nc3ccccc3nc21,1667,1551
CC1(C)Cc2ccccc2C(=C(C#N)C#N)N1,1558,1415
O=C(CC(Nc1cccc(Cl)c1Cl)C(=O)OCC(=O)c1cccs1)c1ccccc1 (stereo not drawn),1911,1672
O=C(CS(=O)(=O)Cc1ccccc1)Nc1ccc2c(c1)OCO2,1819,1477
C/C(=N\NC(=O)COc1ccc(C)cc1[N+](=O)[O-])c1cccs1,1747,1563
CC(C)Oc1ccc(CC2CCC(=O)N(C)C2=O)cc1 (stereo not drawn),1878,1613
S=C(NCCc1ccccn1)Nc1ccccc1Cl,1708,1676
C=CCOC(=O)C1=C[C@@H](c2cn(C(C)=O)c3ccccc23)C[C@@H](OCCCCO)O1,1732,1587
COC(=O)c1ccccc1NC(=O)CSc1nnc(-c2ccncc2)o1,1729,1725
N#CCCn1cc(C(N)=O)c(-c2cccs2)n1,2004,1520
Cc1ccc(NS(=O)(=O)c2cccc(C(=O)N/N=C/c3ccc4c(c3)OCCO4)c2)c(C)c1,1783,1494
COc1ccc(-c2nn(-c3ccccc3)cc2/C=N/N=C(N)N)cc1OC,1881,1559
Cc1c(NC(=O)c2ccc(N(Cc3ccccc3)S(C)(=O)=O)cc2)c(=O)n(-c2ccccc2)n1C,1643,1580
COC(=O)c1ccc(NC(=O)CSc2nc(=O)cc(N)n2-c2ccccc2)cc1,2106,1580
O=C(c1n[nH]c2c1CCCC2)n1ccnc1,1799,1561
CCOC(=O)c1cnc2ccc(OC)cc2c1NCCc1ccc(OC)c(OC)c1,1798,1351
CC(C)C(=O)NCc1cc(-c2ccc(Cl)cc2)no1,1921,1699
CC(=O)Nc1ccc(C(=O)OCC(=O)c2ccc(F)cc2)cc1,1637,1541
CC1(C)CC(NC(=O)c2sc3cc(Cl)ccc3c2Cl)CC(C)(C)N1,2102,1677
COC(=O)c1ccc(C(=S)N2CCCCC2)cc1,1611,1477
COc1ccc(CC(=O)OCC(=O)Nc2ccc(Cl)c(S(=O)(=O)N(C)C)c2)cc1,1782,1583
Cc1nn(-c2ccccc2)c(Cl)c1/C=N/Nc1nnc(C)c(=O)[nH]1,1908,1644
C=CCNC(=O)c1ccccc1NC(=O)c1ccccc1SC,1672,1554
Cc1nc2c(Cl)c(C)nn2c2c1CCC2,1563,1328
O=C(Nc1ccc(Cl)cc1)N1CC=CCC1,1912,1482
Cc1cccc(Nc2ccccc2C(=O)O)c1C,1747,1529
COc1cc(/C=N/NS(=O)(=O)c2ccc3ccccc3c2)ccc1OCCN1CCOCC1,2027,1873
CCC1(C)COC(C)(CC(=O)NNC(=O)Nc2ccccc2)OC1 (stereo not drawn),1534,1645
Cc1ccc(C2CC(c3ccc(Cl)cc3)n3nc(N)nc3N2)cc1 (stereo not drawn),1831,1643
CCC1Sc2ccccc2N(CC(=O)NC2CCCCC2)C1=O (stereo not drawn),1863,1648
Cc1cc(C)cc(N2C(=O)CSC2c2ccccn2)c1 (stereo not drawn),1703,1634
CCn1ccnc1CNCc1cn(-c2cc(C)ccc2C)nc1-c1ccccc1,1613,1416
COc1ccc(NC(=S)N(Cc2ccc(C)cc2)Cc2ccccn2)cc1,2097,1466
CCN(CC)C(=S)Nc1cc(C(=O)OC)ccc1C(=O)OC,1766,1450
CCOC(=O)C1=C(C(F)(F)F)Nc2ncnn2C1c1ccc(OC)cc1OC (stereo not drawn),1803,1574
CC(C)(C)N(Cc1ccccc1)C(=O)COC(=O)CCc1c[nH]c2ccccc12,1699,1593
O=C(COC(=O)Cc1ccccc1F)Nc1ccc(Cl)cn1,1758,1436

# The closing 4 compounds of the section before lead into the next:
SMILES,SRC1 TRFRET art,SRC3 TRFRET art
CCN(CC)C(=S)Nc1cc(C(=O)OC)ccc1C(=O)OC,1766,1450
CCOC(=O)C1=C(C(F)(F)F)Nc2ncnn2C1c1ccc(OC)cc1OC (stereo not drawn),1803,1574
CC(C)(C)N(Cc1ccccc1)C(=O)COC(=O)CCc1c[nH]c2ccccc12,1699,1593
O=C(COC(=O)Cc1ccccc1F)Nc1ccc(Cl)cn1,1758,1436
Cc1cc2ccccn2c1C(=O)c1cccc(S(=O)(=O)N2CCOCC2)c1,1765,1484
COc1ccc(C2Nc3ccccc3C(=O)N2NS(C)(=O)=O)cc1OC (stereo not drawn),1840,1651
CC(=O)c1sc(NS(=O)(=O)c2ccc(C)cc2)nc1C,1866,1904
O=C(NC(=S)NCCCN1CCOCC1)c1ccco1,1993,1593
O=[N+]([O-])c1ccc(N=Cc2sc3ccccc3c2O)cc1,2283,1634
Cc1ccc(C(=O)CC(=O)COc2ccc(Cl)cc2)cc1,1587,1451
O=C1N=C(N2CCCCC2)S/C1=C\c1cn[nH]c1-c1ccccc1,1840,1524
CCCN1C(=O)/C(=C/c2ccccc2OCc2ccc(C(=O)O)cc2)NC1=S,1894,1398
CSc1nc2c(cnn2-c2ccccc2)c(=O)n1N,1542,1443
Cc1ccc(NC(=O)CSc2nnc(Cn3c(=O)sc4ccccc43)n2C)cc1Cl,1838,1428
O=C1C2C3c4ccccc4C(c4ccccc43)[C@@H]2C(=O)N1c1cccnc1 (stereo partly drawn),1996,1561
O=c1sc2ccccc2c(N2CCCCC2)c1[N+](=O)[O-],1584,1417
O=[N+]([O-])c1ccc(-c2cn(-c3ccc(Cl)cc3)c(=S)[nH]2)cc1,1960,1826
COc1ccc(CCN(C)C(=O)CNC(=O)c2ccccc2F)cc1OC,1606,1794
COc1ccc(OCC#CCn2ccnc2)cc1,1996,1617
C=CCN1C(=O)/C(=C/c2cccs2)S/C1=N\S(=O)(=O)c1ccc(F)cc1,1790,1508
O=C(O)c1cccc(NC(=O)c2cc(-c3cccc(Cl)c3)nc3ccccc23)c1,1605,1597
N#Cc1ccc(CSc2nnc(-c3cccnc3)n2-c2ccccc2)cc1,1570,1376
CCN(CC)S(=O)(=O)c1ccc(NS(=O)(=O)c2cccs2)cc1,1703,1431
Cc1cc(C)nc(Sc2nc(Nc3ccccc3)nc(Sc3nc(C)cc(C)n3)n2)n1,1832,1533
CCCNC(=O)COC(=O)c1ccc(-c2ccccc2)cc1,1567,1329
CC(CCc1ccccc1)NC(=O)COC(=O)c1cc(NS(=O)(=O)c2ccc(Cl)c([N+](=O)[O-])c2)ccc1O (stereo not drawn),1631,1386
O=C1S/C(=C\c2ccccc2)C(=O)N1CC(O)Cn1c2ccccc2c2ccccc21 (stereo not drawn),1804,1532
CCOc1ccccc1NC(=O)Nc1cnccn1,1828,1464

# A different layout for some results above.
CC(CCc1ccccc1)NC(=O)COC(=O)c1cc(NS(=O)(=O)c2ccc(Cl)c([N+](=O)[O-])c2)ccc1O (stereo not drawn)
  SRC1 TRFRET art = 1631
  SRC3 TRFRET art = 1386
CCOc1ccccc1NC(=O)Nc1cnccn1
  SRC1 TRFRET art = 1828
  SRC3 TRFRET art = 1464

# High-throughput results (PubChem)
